Source: PubChem (several laboratories)
MC4R ag barr = MC4R agonists recruiting beta-arrestin, primary screen, cell-based, luminescence, agonist arm of biased-ligand search; U2OS MC4R beta-arrestin complementation; percent of melanotan II response, DMSO zero; 360,000 compounds, 0.98% hits; AID 540308, 2011; activation, % at 8.9 µM;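 active = activation above a per-plate cutoff, the mean activation of sample wells on that plate plus 3 SD, cut at about 8% in these data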
aDG glyco act = activators of alpha-DG glycosylation, primary screen, uHTS, Pro5-aDG cells, AlphaScreen | alpha-DG glycosylation AlphaScreen (IIH6); 0% Pro5, 100% B10-LARGE cell signal | activation, % at 10 µM | 360,000 compounds, 0.22% hits | AID 624168, 2012;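 active = activation of at least 8% versus controls, or a plate z-score of at least 8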;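 also: Pro5 are CHO cells carrying HIG-tagged alpha-DG that lacks glycosylation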
Glyco luc inh = increase of ERlucT glycosylation luciferase signal, primary screen, N-linked glycosylation inhibitor project, D54 ERlucT cells, luminescence, set 2; reporter increase, % at 12.5 µM; D54 ERlucT glycosylation luciferase reporter, 24 h; percent of 100 nM tunicamycin response; AID 588692, 2011; 360,000 compounds, 0.23% hits;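 active = mean luciferase reporter signal, scaled so untreated is 0 and the glycosylation-blocking control 100, at or above a set limit in every replicate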;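 also: luciferase carries N-glycosylation sites so blocking glycosylation raises the light; 0% = median of neutral control wells and 100% = median of 100 nM tunicamycin wells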
H9c2 protect = cardioprotection against H2O2-induced cell death, primary screen, uHTS, H9c2 cells, ATPLite luminescence. H9c2 cardiomyocytes, H2O2 injury protection, 2 h. protection from H2O2 cell death, % at 20 µM. 360,000 compounds, 0.63% hits. AID 588492, 2011;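 active = compounds giving at least 50% protection of heart cells from peroxide-induced death in the single-dose screen, raw or plate-pattern-corrected value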;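 also: 0% = DMSO wells with peroxide and 100% = DMSO wells without peroxide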
ABCB6 inh 2 = ABCB6 transporter inhibitors, primary screen, K562-ABCB6 cells, flow cytometry, MLPCN library | K562-ABCB6 porphyrin accumulation, 1 h; active compounds read low | fluorescence ratio to DMSO, % at 10 µM | 360,000 compounds, 0.19% hits | ATP-binding cassette sub-family B member 6 (Homo sapiens), Q9NP58;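 active = fluorescence ratio to DMSO below 75%, the collection mean minus 3 SD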;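 also: signal is porphyrin accumulated inside mitochondria; 100% equals median channel fluorescence of DMSO control wells; lower ratio means ABCB6 inhibition with less porphyrin fluorescence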
HTR2A ag = mouse Htr2a agonists via beta-arrestin recruitment, primary screen, cell-based, luminescence. CHO-K1 mHTR2A beta-arrestin complementation; percent of 30 µM serotonin response. activation, % at 7.6 µM. 360,000 compounds, 0.66% hits. AID 624169, 2012;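 active = activation above a run cutoff, the mean activation of all tested compounds plus 3 SD, cut at about 14% in these data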;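 also: 0% = plate median of compound wells and 100% = 30 µM serotonin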
Target sequence (P35363 whole entry, looked up): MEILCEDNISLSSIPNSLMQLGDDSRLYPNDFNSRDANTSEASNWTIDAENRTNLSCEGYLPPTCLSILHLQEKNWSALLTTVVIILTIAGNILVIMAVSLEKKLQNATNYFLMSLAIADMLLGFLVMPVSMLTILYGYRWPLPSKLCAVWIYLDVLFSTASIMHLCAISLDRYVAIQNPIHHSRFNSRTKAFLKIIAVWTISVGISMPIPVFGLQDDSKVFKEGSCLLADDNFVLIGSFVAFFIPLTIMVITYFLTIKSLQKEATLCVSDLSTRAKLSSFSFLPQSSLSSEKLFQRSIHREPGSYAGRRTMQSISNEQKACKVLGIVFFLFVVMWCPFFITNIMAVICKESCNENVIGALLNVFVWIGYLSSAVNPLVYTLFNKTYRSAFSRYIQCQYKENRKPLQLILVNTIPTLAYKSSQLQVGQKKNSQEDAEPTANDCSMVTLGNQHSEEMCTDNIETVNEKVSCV
CaV13 FRET inh = Primary screen for inhibitors of IQ motif and Ca2+-dependent inactivation inhibitor domain binding in CACNA1D, Förster resonance energy transfer in living cells, …; HEK cells, CFP/YFP FRET ICDI-IQ, plate reader, 10 min; percent FRET-ratio fall versus neutral wells; inhibition, % at 12.3 µM; 340,000 compounds, 0.098% hits;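 active = mean replicate inhibition of at least 30% and at least 1% of replicates passing that level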;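 also: 0% = median of the neutral control wells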
MC4R antag cAMP = MC4R antagonists of cAMP signaling, primary screen, cell-based, TR-FRET, antagonist arm of biased-ligand search | AID 540295, 2011 | inhibition, % at 6.5 µM | Melanocortin receptor 4 (Homo sapiens), P32245 | MC4R-expressing cells, MTII-stimulated cAMP, LANCE TR-FRET | 360,000 compounds, 0.48% hits;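 active = inhibition above its plate's cutoff, the mean of tested wells on that plate plus 3 SD, cut at about 29% in these data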;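 also: 0% = Melanotan II alone and 100% = Melanotan II plus saturating MCL0020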
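system = U2OS cells with stable human MC4R expression | also added = Melanotan II challenge after compound preincubation | dosing = one concentration, 6.5 µM nominal | incubation = compound 30 min, challenge 1 h, detection 1 h | measured by = TR-FRET with Eu-cAMP and labeled anti-cAMP, 671 nm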
PDI turbidity = inhibitors of human PDI, primary screen, biochemical, turbidity, single point, plate reader; Protein disulfide-isomerase (Homo sapiens), P07237; PDI insulin aggregation turbidity, A650, 90 min; inhibition, % at 10 µM; 350,000 compounds, 0.052% hits; AID 588391, 2011;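 active = mean inhibition across replicates of 30% or more, whatever share of single replicates reach that level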;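 also: absorbance from insulin aggregation driven by PDI reduction with DTT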
Target sequence (P07237 whole entry, looked up): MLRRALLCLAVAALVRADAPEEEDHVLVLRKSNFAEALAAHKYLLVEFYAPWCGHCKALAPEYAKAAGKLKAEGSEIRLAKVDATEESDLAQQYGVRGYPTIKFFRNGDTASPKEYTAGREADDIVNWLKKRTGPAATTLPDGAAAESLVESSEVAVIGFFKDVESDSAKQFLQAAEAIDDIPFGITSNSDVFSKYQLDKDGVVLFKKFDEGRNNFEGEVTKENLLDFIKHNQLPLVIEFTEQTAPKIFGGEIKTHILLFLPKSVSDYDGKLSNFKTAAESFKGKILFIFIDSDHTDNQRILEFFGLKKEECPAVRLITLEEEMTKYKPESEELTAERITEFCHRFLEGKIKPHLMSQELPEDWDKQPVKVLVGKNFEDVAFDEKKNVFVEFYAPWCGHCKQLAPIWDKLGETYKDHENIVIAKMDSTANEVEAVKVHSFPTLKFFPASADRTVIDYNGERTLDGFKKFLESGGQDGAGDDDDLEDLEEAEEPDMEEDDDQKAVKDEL
Vif inh = HIV Vif self-association inhibitors, primary screen, imaging, HEK293T, single point. HEK293T cells, Vif self-association by quenched fluorescence, 24 h. inhibition, % at 7.49 µM. 340,000 compounds, 0.35% hits. AID 602346, 2012; in the data active = inhibition above about 50%, passing the limit was not always enough; also: some results filed as inactive read as strong as hits
* marks the source's active call; other numbers are inactive results.

`COC(=O)c1ccc(CSc2nnc3n(Cc4ccccc4OC)c(=O)c4ccccc4n23)o1` gave MC4R ag barr -0.5, aDG glyco act -0.1, Glyco luc inh 1, H9c2 protect 22, ABCB6 inh 2 98, HTR2A ag 6, CaV13 FRET inh -5, MC4R antag cAMP 6, PDI turbidity 4 and Vif inh -3.
For Cn1c(=O)c(C(=O)NNC(=O)c2ccccc2Br)c(O)c2ccccc21 the results were MC4R ag barr 0.4, aDG glyco act -0.1, Glyco luc inh 5, H9c2 protect 1, ABCB6 inh 2 93, HTR2A ag 6, CaV13 FRET inh -3, MC4R antag cAMP -5, PDI turbidity -14 and Vif inh -21.
`Cc1nc(SCc2nc3ccccc3[nH]2)c2oc3ccc(Br)cc3c2n1` gave MC4R ag barr -1.5, aDG glyco act 0.4, Glyco luc inh -3, H9c2 protect 2, ABCB6 inh 2 96, HTR2A ag -7, CaV13 FRET inh -5, MC4R antag cAMP 3, PDI turbidity 3 and Vif inh 2.
Screening O=C(O)CSc1nnc(Cn2nnc3ccccc32)n1CCc1ccccc1 returned MC4R ag barr 2.0, aDG glyco act -0.2, Glyco luc inh -1, H9c2 protect 6, ABCB6 inh 2 100, HTR2A ag 6, CaV13 FRET inh -4, MC4R antag cAMP -3, PDI turbidity 8 and Vif inh 13.
`Cc1ccc(C(=O)N/C(=C/c2ccco2)C(=O)NCCCn2ccnc2)cc1` gave MC4R ag barr -3.5, aDG glyco act -0.2, Glyco luc inh 2, H9c2 protect -1, ABCB6 inh 2 101, HTR2A ag -3, CaV13 FRET inh -5, MC4R antag cAMP 7, PDI turbidity -8 and Vif inh 9.
Screening O=C(COC(=O)c1ccccc1Nc1ccc(SC(F)F)cc1)NC1CC1 returned MC4R ag barr 0.3, aDG glyco act 1.2, Glyco luc inh -4, H9c2 protect -25, ABCB6 inh 2 107, HTR2A ag 9, CaV13 FRET inh -1, MC4R antag cAMP -6, PDI turbidity -5 and Vif inh -9.
For CC1(C)Cc2nc3oc4c(=O)n(CC(=O)Nc5cccc(Cl)c5)cnc4c3cc2CO1 the results were MC4R ag barr 0.1, aDG glyco act 0.3, Glyco luc inh 0, H9c2 protect 1, ABCB6 inh 2 95, HTR2A ag 1, CaV13 FRET inh -9, MC4R antag cAMP 5, PDI turbidity -3 and Vif inh 1.
`CC(=O)c1c(C)[nH]c(C(=O)CSc2nnc(-c3ccco3)o2)c1C` gave MC4R ag barr -2.2, aDG glyco act 1.7, Glyco luc inh 15, H9c2 protect -6, ABCB6 inh 2 100, HTR2A ag 4, CaV13 FRET inh -27, MC4R antag cAMP -3, PDI turbidity -3 and Vif inh -4.
`O=C(NC1CCN(Cc2ccccc2)CC1)c1cccc(S(=O)(=O)Nc2cc(C(F)(F)F)ccc2Cl)c1` gave MC4R ag barr 0.0, aDG glyco act 0.3, Glyco luc inh -1, H9c2 protect -8, ABCB6 inh 2 95, HTR2A ag 0, CaV13 FRET inh -14, MC4R antag cAMP 1, PDI turbidity 9 and Vif inh 0.
`COc1ccc2c(CC(=O)Nc3ccccc3N3CCOCC3)coc2c1` gave MC4R ag barr -1.3, aDG glyco act 0.2, Glyco luc inh -5, H9c2 protect -6, ABCB6 inh 2 97, HTR2A ag 0, CaV13 FRET inh -14, MC4R antag cAMP 1, PDI turbidity 2 and Vif inh 2.
CCOc1ccc(OCC)c(NC(=O)CN(c2ccc(C)cc2)S(=O)(=O)c2c(C)noc2C)c1 was read as MC4R ag barr -0.2, aDG glyco act 0.0, Glyco luc inh -5, H9c2 protect -9, ABCB6 inh 2 90, HTR2A ag 6, MC4R antag cAMP 32*, PDI turbidity 6 and Vif inh -2.
Screening COc1ccc(NC(=O)c2ccc(-c3ccc([N+](=O)[O-])cc3)o2)cc1OC returned MC4R ag barr 1.1, aDG glyco act -0.1, Glyco luc inh -1, H9c2 protect 9, ABCB6 inh 2 100, HTR2A ag 0, CaV13 FRET inh -5, MC4R antag cAMP -7, PDI turbidity -25 and Vif inh -11.
For CCn1cnnc1SCC(=O)c1c(N)n(C2CC2)c(=O)[nH]c1=O the results were MC4R ag barr -0.5, aDG glyco act 0.2, Glyco luc inh 2, H9c2 protect 4, ABCB6 inh 2 92, HTR2A ag 2, CaV13 FRET inh -6, MC4R antag cAMP 3, PDI turbidity -3 and Vif inh -3.
For COc1ccc(NC(=O)c2cccnc2SC)cc1OC the results were MC4R ag barr -1.1, aDG glyco act 0.0, Glyco luc inh 3, H9c2 protect -1, ABCB6 inh 2 98, HTR2A ag 5, CaV13 FRET inh -7, MC4R antag cAMP 7, PDI turbidity -3 and Vif inh -2.
COc1ccc(S(=O)(=O)NCc2ccco2)cc1NC(=O)c1ccccc1 was read as MC4R ag barr 1.4, aDG glyco act 0.0, Glyco luc inh 5, H9c2 protect -7, ABCB6 inh 2 97, HTR2A ag -5, CaV13 FRET inh -7, MC4R antag cAMP -1, PDI turbidity 5 and Vif inh -7.
`COc1ccc(C(=O)OCC(=O)Nc2ccccc2)cc1[N+](=O)[O-]` gave MC4R ag barr -2.8, aDG glyco act -0.2, Glyco luc inh 1, H9c2 protect -3, ABCB6 inh 2 94, HTR2A ag -1, CaV13 FRET inh -7, MC4R antag cAMP -5, PDI turbidity -4 and Vif inh 4.
`Cc1nonc1C(=O)N/N=C/c1ccccc1` gave MC4R ag barr -0.6, aDG glyco act 0.1, Glyco luc inh 1, H9c2 protect 9, ABCB6 inh 2 98, HTR2A ag 1, CaV13 FRET inh -7, MC4R antag cAMP 4, PDI turbidity 0 and Vif inh 10.
For Cc1cc(NS(=O)(=O)c2ccc(NC(=O)c3cccnc3)cc2)nc(C)n1 the results were MC4R ag barr 0.3, aDG glyco act -0.2, Glyco luc inh 2, H9c2 protect 4, ABCB6 inh 2 97, HTR2A ag 4, CaV13 FRET inh -2, MC4R antag cAMP 7, PDI turbidity -2 and Vif inh 8.
For N#C/C(=C\c1ccc(F)cc1)c1n[nH]c(Cn2cncn2)n1 the results were MC4R ag barr -1.0, aDG glyco act 0.1, Glyco luc inh -2, H9c2 protect 2, ABCB6 inh 2 94, HTR2A ag 1, CaV13 FRET inh -5, MC4R antag cAMP -9, PDI turbidity -2 and Vif inh 5.
Screening O=C(CSc1nnc(Cn2cnc3ccccc32)o1)Nc1cccc2ccccc12 returned MC4R ag barr 0.2, aDG glyco act -0.1, Glyco luc inh 1, H9c2 protect 1, ABCB6 inh 2 96, HTR2A ag -5, CaV13 FRET inh -4, MC4R antag cAMP 15, PDI turbidity -3 and Vif inh -3.
CCOC(=O)C(Cc1ccc(O)cc1)NC(=O)c1cc2c(cn1)[nH]c1ccccc12 (stereo not drawn) was read as aDG glyco act 0.5, ABCB6 inh 2 100, HTR2A ag -3 and CaV13 FRET inh -12.
O=C(NCCCN=C1NS(=O)(=O)c2ccccc21)c1ccc(S(=O)(=O)N2CCCCC2)cc1 was read as MC4R ag barr 0.4, aDG glyco act -0.1, Glyco luc inh 0, H9c2 protect 2, ABCB6 inh 2 99, HTR2A ag -6, CaV13 FRET inh -6, MC4R antag cAMP -2, PDI turbidity 0 and Vif inh 3.
Cc1nc(NC(=O)CSc2nnc(-c3ccncc3)n2C)sc1C was read as MC4R ag barr 3.0, aDG glyco act 0.0, Glyco luc inh 3, H9c2 protect 1, ABCB6 inh 2 101, HTR2A ag 10, CaV13 FRET inh -6, MC4R antag cAMP 4, PDI turbidity 8 and Vif inh -4.
For S=c1[nH]nc(COc2ccccc2)n1/N=C/c1ccccn1 the results were MC4R ag barr -3.0, aDG glyco act -0.2, Glyco luc inh 3, H9c2 protect 8, ABCB6 inh 2 97, HTR2A ag 2, CaV13 FRET inh -10, MC4R antag cAMP 6, PDI turbidity -6 and Vif inh -4.
Screening CCN(CC)C(=O)C1CCCN(c2ccc([N+](=O)[O-])cc2)C1 (stereo not drawn) returned MC4R ag barr -0.7, aDG glyco act 0.0, Glyco luc inh 1, H9c2 protect 0, ABCB6 inh 2 90, HTR2A ag 0, CaV13 FRET inh -10, MC4R antag cAMP 9, PDI turbidity 11 and Vif inh -8.
C=CCN1CCc2c(cc(O)c(O)c2Br)[C@@H](c2ccccc2)C1 was read as MC4R ag barr 0.7, aDG glyco act -0.1, Glyco luc inh -4, H9c2 protect 60*, ABCB6 inh 2 100, HTR2A ag 61*, CaV13 FRET inh -6, MC4R antag cAMP -7, PDI turbidity 2 and Vif inh 9.
`CC(C)c1cc(CN2CCN(C3CCCC3)C(CCO)C2)[nH]n1` (stereo not drawn) gave MC4R ag barr -2.0, aDG glyco act -0.1, Glyco luc inh 2, H9c2 protect -2, ABCB6 inh 2 107, HTR2A ag 1, CaV13 FRET inh 0, MC4R antag cAMP 9, PDI turbidity 3 and Vif inh 10.
O=C(Cn1nc(Br)nc1Br)c1ccccc1 was read as MC4R ag barr -1.3, aDG glyco act -0.1, Glyco luc inh 0, H9c2 protect -5, ABCB6 inh 2 98, HTR2A ag -7, CaV13 FRET inh -4, MC4R antag cAMP -3 and PDI turbidity 3.
Screening O=C(CS(=O)(=O)Cc1ccccc1)NCC1CCCO1 (stereo not drawn) returned MC4R ag barr -0.1, aDG glyco act -0.2, Glyco luc inh 1, H9c2 protect 0, ABCB6 inh 2 95, HTR2A ag -1, CaV13 FRET inh -5, MC4R antag cAMP 11, PDI turbidity 3 and Vif inh -4.
`O=C(CN1CCCCC1)Nc1cccc(Br)c1` gave MC4R ag barr -0.8, aDG glyco act 0.2, Glyco luc inh -1, H9c2 protect -7, ABCB6 inh 2 69*, HTR2A ag 1, CaV13 FRET inh -5, MC4R antag cAMP 10, PDI turbidity -6 and Vif inh -15.

Structures shown so far that have two or more sulfur atoms (2):
O=C(NCCCN=C1NS(=O)(=O)c2ccccc21)c1ccc(S(=O)(=O)N2CCCCC2)cc1 was read as MC4R ag barr 0.4, aDG glyco act -0.1, Glyco luc inh 0, H9c2 protect 2, ABCB6 inh 2 99, HTR2A ag -6, CaV13 FRET inh -6, MC4R antag cAMP -2, PDI turbidity 0 and Vif inh 3.
Cc1nc(NC(=O)CSc2nnc(-c3ccncc3)n2C)sc1C was read as MC4R ag barr 3.0, aDG glyco act 0.0, Glyco luc inh 3, H9c2 protect 1, ABCB6 inh 2 101, HTR2A ag 10, CaV13 FRET inh -6, MC4R antag cAMP 4, PDI turbidity 8 and Vif inh -4.

Compounds were not picked by outcome; 3.6% or so of the library scored in one or more.
